PME-1 primary = blocks human protein phosphatase methylesterase 1; inhibition, % at 5.9 µM; recombinant PME-1, FP-Rh probe fluorescence polarization; AID 2130; hit rate 0.53% among 320,000; Q9Y570;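 active means inhibition above the campaign mean of all compounds plus 3 SD, cut at about 26% in these data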;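 further: competitive labeling of PME-1 active site by serine hydrolase directed probe; 0% = PME-1 with DMSO and 100% = wells lacking PME-1 enzyme; inhibitors block probe labeling so polarization falls and inhibition rises; many of its hits are not listed in these tables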
Target sequence (Q9Y570 whole entry, looked up): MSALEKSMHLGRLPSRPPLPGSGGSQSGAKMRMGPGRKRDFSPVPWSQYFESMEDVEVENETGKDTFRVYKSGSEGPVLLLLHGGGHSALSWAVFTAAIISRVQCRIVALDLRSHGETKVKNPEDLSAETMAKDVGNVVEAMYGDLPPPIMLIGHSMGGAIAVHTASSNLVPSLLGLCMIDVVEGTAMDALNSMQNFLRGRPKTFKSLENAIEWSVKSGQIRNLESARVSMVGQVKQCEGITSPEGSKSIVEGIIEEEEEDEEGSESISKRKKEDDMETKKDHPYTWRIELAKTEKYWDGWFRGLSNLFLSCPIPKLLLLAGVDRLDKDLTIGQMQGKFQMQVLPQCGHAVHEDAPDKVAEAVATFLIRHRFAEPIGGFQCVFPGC
PAFAH1B2 inh = inhibitors of human PAFAH1B2; P68402; recombinant PAFAH1B2, FP-rhodamine activity probe, fluorescence polarization; inhibition, % at 3.39 µM; hit rate 1.2% among 340,000; AID 492953;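 active means inhibition above the mean of all tested compounds plus 3 SD, cut at about 24% in these data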;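 further: 0% = enzyme with DMSO and 100% = wells lacking PAFAH1B2; many of its hits are not listed in these tables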
GSTO1 counter = GSTO1 inhibition, counter-screen for RBBP9 inhibitors; AID 1974; inhibition, % at 5.96 µM; hit rate 1.1% among 300,000; recombinant GSTO1, activity-based probe fluorescence polarization; P78417;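 active means inhibition above the campaign mean inhibition plus 3 SD, cut at about 35% in these data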;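 further: 0% = GSTO1-1 with DMSO and 100% = wells lacking GSTO1-1 enzyme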
Target sequence (P78417 whole entry, looked up): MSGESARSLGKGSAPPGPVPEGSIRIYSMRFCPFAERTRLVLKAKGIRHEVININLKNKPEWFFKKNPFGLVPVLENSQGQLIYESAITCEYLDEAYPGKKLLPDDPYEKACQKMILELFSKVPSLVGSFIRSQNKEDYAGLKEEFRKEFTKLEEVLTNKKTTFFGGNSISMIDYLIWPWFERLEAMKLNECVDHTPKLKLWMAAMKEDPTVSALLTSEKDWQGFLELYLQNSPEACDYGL
LYPLA1 counter = LYPLA1 (human) inhibition in PME1 counter-screen; AID 2174; inhibition, % at 5.9 µM; O75608; recombinant LYPLA1, FP-Rh probe fluorescence polarization; hit rate 0.16% among 320,000;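 active means inhibition above the mean of all tested compounds plus 3 SD, set per campaign, cut at about 14% in these data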;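 further: inhibitors block serine hydrolase probe labeling of LYPLA1 so polarization falls; 0% = enzyme with DMSO and 100% = wells lacking LYPLA1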
PAD4 inh = PAD4 (human) enzyme inhibition; hit rate 0.41% among 330,000; Q9UM07; inhibition, % at 6.36 µM; AID 485272; recombinant PAD4, RCA probe fluorescence polarization;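 active means percent inhibition above a cutoff equal to the mean of all tested compounds plus 3 SD, cut at about 15% in these data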;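 further: 0% = PAD4 with RCA probe and DMSO and 100% = probe without PAD4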
PAFAH2 FP inh = PAFAH2 (human) inhibition | Q99487 | recombinant PAFAH2, FP-rhodamine activity probe, fluorescence polarization | inhibition, % at 3.39 µM | hit rate 0.99% among 340,000;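 active means inhibition above the mean over all tested compounds plus 3 SD, cut at about 30% in these data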;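 further: inhibitors block probe labeling of enzyme so polarization drops; 0% = enzyme with DMSO and 100% = wells lacking PAFAH2 protein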
pPAFAH inh = inhibitors of human plasma PAF acetylhydrolase (pPAFAH); hit rate 1.5% among 330,000; recombinant pPAFAH, FP-rhodamine probe fluorescence polarization; inhibition, % at 3.39 µM; Q13093;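 active means inhibition above the mean inhibition across the screen plus 3 SD, cut at about 25% in these data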;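 further: inhibitors block binding of the rhodamine activity-based probe so polarization drops; 0% = enzyme with DMSO and 100% = wells lacking pPAFAH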
Target sequence (Q13093 whole entry, looked up): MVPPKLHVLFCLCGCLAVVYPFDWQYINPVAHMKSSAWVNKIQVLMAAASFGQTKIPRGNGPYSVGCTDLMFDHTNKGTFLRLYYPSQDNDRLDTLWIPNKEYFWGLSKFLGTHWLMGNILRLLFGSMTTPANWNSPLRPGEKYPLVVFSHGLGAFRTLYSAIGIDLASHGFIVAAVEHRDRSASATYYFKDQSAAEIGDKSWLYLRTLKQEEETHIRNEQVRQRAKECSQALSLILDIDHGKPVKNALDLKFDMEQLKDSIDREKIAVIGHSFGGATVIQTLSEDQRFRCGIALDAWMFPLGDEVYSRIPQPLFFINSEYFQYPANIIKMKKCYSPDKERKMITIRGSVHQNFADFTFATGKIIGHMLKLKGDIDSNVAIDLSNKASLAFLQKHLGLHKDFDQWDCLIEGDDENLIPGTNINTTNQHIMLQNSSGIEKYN
PAFAH1B3 FP inh = PAFAH1B3 (human) inhibition; hit rate 0.28% among 340,000; inhibition, % at 3.39 µM; Q15102; AID 492972; recombinant PAFAH1B3, FP-rhodamine probe, fluorescence polarization;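 active means inhibition above the screen-wide average of all tested compounds plus 3 SD, cut at about 25% in these data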;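 further: 0% = enzyme with DMSO only and 100% = wells lacking PAFAH1B3 protein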
LYPLA2 counter = blocks human lysophospholipase 2, a PME1 counter-screen. recombinant LYPLA2, FP-Rh probe fluorescence polarization. inhibition, % at 5.9 µM. hit rate 0.38% among 320,000. AID 2177;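 active means inhibition above the screen-wide mean plus 3 SD, limit set per campaign, cut at about 26% in these data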;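 further: 0% = LYPLA2 with DMSO and 100% = wells lacking LYPLA2 enzyme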
An asterisk follows results filed as active; . = not tested or not shown.

SMILES	PME-1 primary	PAFAH1B2 inh	GSTO1 counter	LYPLA1 counter	PAD4 inh	PAFAH2 FP inh	pPAFAH inh	PAFAH1B3 FP inh	LYPLA2 counter
Nc1ccc(-c2c3ccc(=O)cc-3oc3cc(O)ccc23)cc1C(=O)O	9	14	-2	8	23*	12	19	19	8
COc1ccc(C(NC(=O)c2ccco2)c2ccc(OC)c(OC)c2)cc1 (stereo not given)	-1	-1	6	2	-1	-3	5	6	-2
C[C@@H](O)Cc1cn(CC(=O)NCCCCCCCCCCC(=O)N2CCNCC2)nn1	2	4	10	1	6	-8	8	0	7
CCN1CCN(c2c(/C=C3\SC(=S)N(Cc4ccco4)C3=O)c(C)c(C#N)c(=O)n2C)CC1	-20	-7	2	-6	-11	-27	6	-14	-12
Cc1cccc2sc(NNC(=O)C3COc4ccccc4O3)nc12 (stereo not given)	-2	6	2	-1	2	3	13	11	4
Cc1ccc(/C=N/NC(=O)CNC(=O)c2ccc(S(=O)(=O)N(C)C)cc2)o1	-7	2	3	-1	-2	0	-9	5	3
COC(=O)c1nnn(-c2nonc2N)c1CSc1nc2ccccc2s1	1	3	-10	0	0	1	0	1	-2
O=C(C(c1ccccc1)c1ccccc1)N(Cc1ccco1)C1CCS(=O)(=O)C1 (stereo not given)	2	10	-2	6	-1	2	-1	8	5
CSc1cccc(NC(=O)NNC(=O)C2CCN(S(=O)(=O)N(C)C)CC2)c1	0	3	0	5	-4	6	3	7	-1
OC(COCC1CC=CCC1)Cn1cnc2ccccc21 (stereo not given)	0	1	6	1	3	-4	6	4	9
CC1CCCN(CC(O)COCc2ccccc2)C1 (stereo not given)	3	0	3	-2	-2	4	-5	1	1
COC(=O)[C@@H](NC(=O)Nc1cc(Cl)ccc1C)C(C)C	-1	1	-3	-2	5	0	-1	-1	0
Oc1cncc(-c2cccnc2)c1	-1	3	.	2	-4	4	6	12	3
COc1ccc(OC)c(CCNC(=O)c2sc3nc4n(c(=O)c3c2C)CCC4)c1	4	0	-1	0	0	6	4	7	2
O=C(COC(=O)c1ccccc1-c1nc2ccccc2s1)Nc1ccccc1C(F)(F)F	2	-2	-3	-3	1	2	1	-4	-2
CCCCn1c(N)c(N(CCOC)C(=O)CSc2n[nH]c(-c3ccc(C)cc3)n2)c(=O)[nH]c1=O	-5	0	-6	2	-2	7	5	4	2
N#CCCN1CCN(C2=NC(=O)C(=C3CCCCC3)S2)CC1	-2	1	0	4	-2	5	2	-1	-5
CC(C)(C)c1nc(Sc2ncccc2[N+](=O)[O-])n[nH]1	-5	3	-4	2	-6	1	1	4	-2
O=C(NN1CCOCC1)c1ccccc1F	-1	6	4	-1	-1	3	0	7	-2
COc1ccc(-c2[nH]ncc2CNC(C)CCn2cccn2)c(F)c1 (stereo not given)	0	5	3	-4	0	3	4	10	10
COc1ccc(NC(=O)c2cccc(-c3ccc(O)cc3)c2)cn1	-9	7	-11	-6	-19	3	-8	-5	-2
COc1ccc(OC)c(N2C(=O)CC(Cc3ccc(C)cc3)C2=O)c1 (stereo not given)	31*	3	-2	-5	0	3	-3	-1	2
CNS(=O)(=O)c1cccc(C(=O)OCC(=O)N2CCN(C(=O)c3ccco3)CC2)c1	.	2	.	.	0	2	0	10	.
Cc1ccsc1C(=O)NCc1ccc(Cl)cc1	-1	.	1	3	4	.	-4	.	3
CCN(C(=O)Nc1ccccc1)c1ccccc1	-6	15	5	1	1	-8	3	3	-1
Cc1ccc(-n2c(SCC(=O)N3CCOCC3)nnc2-c2ccncc2)cc1	-6	0	4	-1	-3	2	-1	-3	1
COc1cccc(N2C(=O)CC(N3CCc4ccccc43)C2=O)c1 (stereo not given)	-5	3	1	5	-4	1	2	5	9
Cc1ccccc1NC(=O)N1c2ccccc2CC1C (stereo not given)	-2	6	4	3	-3	2	-6	-3	0
Cc1ccc(C)c(NC(=O)CN(C)C(=O)Cn2c(=O)oc3ccccc32)c1	3	-2	5	-1	-3	-3	2	5	-14
O=S(=O)(c1ccc(N2CCCCCC2)nc1)N1CCCC1	-2	9	5	0	-10	4	2	3	0
CNC(=O)n1cc(C)c(-c2cccs2)n1	-3	.	7	0	-2	.	-1	.	1
COc1ccc(C(=O)c2ccc(OC)c3cccc(O)c23)cc1OC	-2	6	10	0	-4	1	12	10	6
CCOC(=O)c1sc2ncnc(N3CCN(CC)CC3)c2c1C	5	1	3	1	-1	-4	4	3	12
CCCCN(C(=O)c1ccccc1OCc1ccc(F)cc1)c1c(N)n(CC(C)C)c(=O)[nH]c1=O	4	2	-1	2	1	-1	0	-5	12
CC(C)C(NC(=O)OCc1ccccc1)C(=O)NCC(=O)OC(C)(C)C (stereo not given)	-6	2	-8	-1	3	-2	5	9	1
COc1ccccc1Nc1nn2c(=O)c3ccc(C(=O)N4CCCCC4)cc3nc2s1	-3	7	-8	0	4	-17	0	0	0
COCc1nc(-c2ccc(-c3ccc(OC)cc3)nc2OC)no1	1	5	-2	-4	-5	8	8	3	1
O=C(NCc1ccco1)C1CCCN(S(=O)(=O)c2cnc[nH]2)C1 (stereo not given)	-4	2	-2	-1	4	2	6	3	-1
O=c1ccn(Cc2ccccc2)c2ccccc12	3	7	3	-2	-2	9	-1	7	1
CC(=O)Nc1ccc2nc(-c3ccccn3)[nH]c2c1	1	8	1	3	1	2	2	9	6
COc1ccccc1N1CCN(S(=O)(=O)CCNC(=O)c2cccc(F)c2)CC1	1	-2	-1	-4	-4	2	3	-4	-2
COc1cc(/C=C(\C#N)C(=O)NCC2CCCO2)ccc1O (stereo not given)	-7	-1	-2	-4	-7	2	6	11	-6
O=C(NC(=O)c1ccccc1O)c1ccc2c(c1)CCO2	-1	2	4	2	-5	4	1	5	2
Cc1cccc(Nc2nc(N)c(C#N)c(CC#N)c2C#N)c1	-6	3	2	3	-6	-1	6	4	0
CCCC1=Nc2cc(C(=O)NCCN3CCOCC3)ccc2Sc2ccc(C)cc21	-5	0	-6	-3	4	1	-1	9	2
Cc1cccc(Cl)c1OCCN1CCCC1	1	7	2	1	-2	5	5	5	4
Cn1nc(C(=O)Nc2ccc3c(c2)OCCO3)cc1C(=O)O	4	3	2	-2	-4	8	-1	14	3
CCOC(=O)C1CCN(S(=O)(=O)c2ccc(Cl)cc2)CC1	1	22	3	-1	-2	5	4	4	1
Cc1ccccc1C(=O)Nc1cccc(C(=O)N/N=C/c2ccccn2)c1	1	0	7	-2	0	3	9	-9	1
Cc1c(C(=O)N(C)CC(=O)Nc2cccc(F)c2)oc2c(Cl)cccc12	-5	0	-3	0	0	6	1	-1	3
Cn1c(=O)c2c(O)c(Cc3ccccc3)c(=O)n(C)c2n(C)c1=O	-4	7	0	2	2	4	2	3	-3
CCOC(=O)C1CSC(CC(=O)Nc2ccc(Cl)c(Cl)c2)C(=O)N1 (stereo not given)	-4	5	1	-4	-5	-4	4	11	2
COc1ccc(CCNC(=O)c2cccc(NC(=O)CC3SC(N4CCCCC4)=NC3=O)c2)cc1OC (stereo not given)	3	1	0	2	4	7	1	7	0
O=C(CCS(=O)(=O)c1cccc2nonc12)N1CCOCC1	3	3	5	0	0	-3	7	8	2
CN(C)c1ccc(C2C3C(=O)NC(=O)C3ON2c2ccc(Cl)cc2)cc1 (stereo not given)	1	2	4	-1	-3	-3	5	2	-8
Nn1c(SCc2cccc(Cl)c2)nnc1-c1ccncc1	-1	6	0	0	-8	5	1	0	-5
O=C(CSc1n[nH]c(=O)[nH]c1=O)c1ccc([N+](=O)[O-])cc1	2	7	1	3	3	0	-2	-5	9
CCc1ccc(/C(C)=N\Nc2ccc([N+](=O)[O-])cc2)cc1	6	-1	-3	-7	-1	6	2	1	-1
CCN(CC)c1ccc(CNc2nc3ccccc3n2C(C)C)cc1	0	3	6	1	3	-5	2	6	0
CC(C)(C)NC(=O)C(c1ccncc1)N(C(=O)c1csnn1)c1ccccc1 (stereo not given)	-1	5	10	1	-4	2	4	4	1

Later entries.
SMILES	PME-1 primary	PAFAH1B2 inh	GSTO1 counter	LYPLA1 counter	PAD4 inh	PAFAH2 FP inh	pPAFAH inh	PAFAH1B3 FP inh	LYPLA2 counter
O=C(/C=C/c1ccc(F)cc1)NC(=S)NNC(=O)[C@H]1C[C@@H]1c1ccccc1	-1	59*	8	-3	-2	0	6	4	-3
O=[N+]([O-])C1=CC=C2C(=NC3(CCCCC3)N2O)C1=NC1CCCCC1	5	1	-2	-1	-5	5	3	-1	7
COc1ccccc1CNC(=O)c1cnccn1	-1	-2	1	2	1	8	7	4	2
O=C(NCCc1nnc2ccc(NCCCN3CCOCC3)nn12)c1ccccc1F	2	1	-1	0	-4	1	4	2	2
CCCCc1ccc(-c2nc(N)n[nH]2)cc1	-2	10	-4	-4	-6	-1	-1	6	-3
O=C(CCN1C(=O)C2CCCCC2C1=O)Nc1nc(-c2ccccc2)cs1 (stereo not given)	-3	5	-3	1	2	13	-2	6	1
NS(=O)(=O)c1ccc(CCNC(=O)CSCC(=O)Nc2ccc(Cl)cc2)cc1	5	2	.	-4	-5	-4	5	0	-4
CC(=O)c1ccc(OC(=O)N(c2ccccc2)c2ccccc2)cc1	2	8	6	-2	-5	-7	4	-1	2
C1=C[C@@H]2CCN(Cc3ccccc3)Cc3cccc(c32)C1	-14	5	.	3	-4	-4	-3	11	2
COc1ccc(N(C(=O)c2cccc(OC)c2OC)C2C=CS(=O)(=O)C2)cc1 (stereo not given)	1	-3	8	5	4	0	-4	7	3
CCN(C(=O)CN1C(=O)COc2ccc(S(=O)(=O)N3CCOCC3)cc21)c1ccc(OC)cc1	3	0	-7	4	-2	7	0	6	9
O=C(N/N=C/C(Br)=C/c1ccccc1)C1CC1	1	3	-2	-1	0	-1	3	3	2
O=C(N1CCOCC1)C(F)(F)C(F)(F)C(F)(F)C(F)(F)C(=O)N1CCOCC1	-1	2	-4	-3	5	3	-1	8	-2
Cn1c(=O)c2c(-c3ccc(C(C)(C)C)cc3)n(CC3CCCO3)cc2n(C)c1=O (stereo not given)	0	-2	0	-1	4	0	5	-1	5
O=C(CCn1c(=S)[nH]c2ccccc2c1=O)NCCCN1CCOCC1	-7	1	19	-1	1	-4	-1	-5	-5
Cc1c(Cc2ccccc2)c(=O)oc2cc(OCc3ccc(C(=O)O)cc3)ccc12	-4	-3	-10	13	-5	-2	4	0	28*
COc1ccc(CCNC(=O)C2CCN(C(=O)c3ccc(OC)c(OC)c3)CC2)cc1	0	-5	-1	-1	3	-5	3	5	2
C[C@]12C=CC(=O)C=C1CC[C@H]1[C@@H]3C[C@@H](O)[C@](O)(C(=O)CO)[C@@]3(C)C[C@H](O)[C@@]12F	-3	1	6	3	3	-8	4	-2	2
COc1ccc(C(=O)Oc2ccc3c(c2)OCO3)cc1OC	-8	7	0	1	1	12	-2	10	11

Three compounds drawn at random from those above, as already listed:
SMILES	PME-1 primary	PAFAH1B2 inh	GSTO1 counter	LYPLA1 counter	PAD4 inh	PAFAH2 FP inh	pPAFAH inh	PAFAH1B3 FP inh	LYPLA2 counter
O=C(CCn1c(=S)[nH]c2ccccc2c1=O)NCCCN1CCOCC1	-7	1	19	-1	1	-4	-1	-5	-5
O=C(N1CCOCC1)C(F)(F)C(F)(F)C(F)(F)C(F)(F)C(=O)N1CCOCC1	-1	2	-4	-3	5	3	-1	8	-2
C[C@]12C=CC(=O)C=C1CC[C@H]1[C@@H]3C[C@@H](O)[C@](O)(C(=O)CO)[C@@]3(C)C[C@H](O)[C@@]12F	-3	1	6	3	3	-8	4	-2	2

Screens: PubChem BioAssay, The Scripps Research Institute Molecular Screening Center

Not all compounds are listed; rates above refer to the full screens.
